Compound activity deposited in PubChem BioAssay by National Center for Advancing Translational Sciences (NCATS).
RGS4 inh: Inhibitors of Regulator of G Protein Signaling (RGS) 4: qHTS; Regulator of G-protein signaling 4 (Homo sapiens), P49798; Transcreener GDP fluorescence polarization, RGS4-accelerated GTP hydrolysis; Potency, µM (doses to about 114 µM), for the others: at the top dose activity change, negative = inhibition, usual class: inhibitors; actives 0.039% (n = 390,000); further: potency means the concentration at half of the fitted maximal effect; on the % scale 0 is the no-effect control and ±100 the full control effect; nearly all actives have a fitted effect of over 75% in size; some results filed as inactive show a strong effect at the top dose
Target sequence (P49798 whole entry, looked up): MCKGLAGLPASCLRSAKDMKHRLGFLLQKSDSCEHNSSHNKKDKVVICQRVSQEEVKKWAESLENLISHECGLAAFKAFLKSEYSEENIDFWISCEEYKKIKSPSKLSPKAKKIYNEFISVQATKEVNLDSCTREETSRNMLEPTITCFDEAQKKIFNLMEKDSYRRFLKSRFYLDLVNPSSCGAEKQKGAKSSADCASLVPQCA
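MLSMR compounds (23 nl, pin-transferred) preincubated 10 min at room temperature with a 500nM (2x) first reagent, then RGS4 at 900nM (2x) plus Transcreener GDP mix added; fluorescence polarization (620/688 nm) read before and after 90 min at 30 °C.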
LDHA block: qHTS assay for inhibitors of human lactate dehydrogenase. activity change, % (values are at about 110 or 230 µM). L-lactate dehydrogenase A chain (Homo sapiens), P00338. actives 0.15% (n = 480,000). purified LDHA, NADH/diaphorase-resazurin fluorescence; active compounds read low; in the data active means activity change below about -30%; inconclusive means mostly about -25% to -30%;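 further: plate controls were DMSO wells for no effect and wells without enzyme for full effect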
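Remaining NADH was detected by diaphorase (0.133 mg/mL) converting 37 µM resazurin to fluorescent resorufin, read at 0 and 20 minutes. The preceding 5-minute room-temperature reaction used 2 nM LDHA, 0.2 mM sodium pyruvate and 0.06 mM NADH at pH 7.4.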
Anesthetic bind: qHTS Assay for Identification of Novel General Anesthetics; Ferritin light chain (Equus caballus), P02791; apoferritin/1-aminoanthracene competitive binding, fluorescence; Potency, µM (highest dose often 77.5 µM), for the others: top-dose activity change, negative = displacement, hits mostly inhibitors; actives 0.074% (n = 350,000); further: potency means the concentration at half of the fitted maximal effect; on the % scale 0 is the no-effect control and ±100 the full control effect; nearly all actives have a fitted effect of over 20% in size
Target sequence (P02791 2-175 limits assumed): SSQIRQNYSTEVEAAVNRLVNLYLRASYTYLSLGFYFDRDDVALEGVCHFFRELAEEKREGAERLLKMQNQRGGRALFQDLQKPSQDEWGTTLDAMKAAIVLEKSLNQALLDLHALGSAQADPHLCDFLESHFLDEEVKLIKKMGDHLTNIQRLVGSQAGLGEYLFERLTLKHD
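In PBS, apoferritin at 10 uM is loaded with 1-AMA from a 50% saturated solution. After 10 min of compound exposure at ambient temperature, reduced 535 nm fluorescence indicates probe displacement.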
POLH inh: qHTS for Inhibitors of Polymerase Eta | DNA polymerase eta (Homo sapiens), Q9Y253 | Potency, µM (doses to about 114 µM), inactives show at the highest dose activity change, negative = inhibition, most hits filed as inhibitors | actives 1.2% (n = 390,000) | recombinant Pol eta, fluorescent DNA replication assay; further: potency means the concentration at half of the fitted maximal effect; on the % scale 0 is the no-effect control and ±100 the full control effect
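Pol eta at 10 nM preincubated with compounds 15 min at room temperature; reaction started with fluorescent substrate (50 nM final) and read kinetically at 0 and 10 min.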
ERG-DNA inh: qHTS for Small Molecule Inhibitors of the ERG Ets/DNA interaction; AID 624246, 2012; fluorescence polarization, His-ERG Ets domain / labelled DNA; actives 0.028% (n = 370,000); Potency, µM (series often up to 76.9 µM), inactives show at the highest dose FP activity, negative = inhibition, most hits filed as inhibitors; active means well fitted inhibition curve with a large enough effect in the polarisation, with a control signal flat; inconclusive means small, poorly fitted or top-dose-only effect, or effect the other way, or a change in a side signal; inactive means no such curve, though single readings can be large or run the other way; the % refers to the polarisation;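 further: polarization taken with two DNA probes labelled with fluorescein and Texas red; potency means the concentration at half of the fitted maximal effect; % of control where 0% means no effect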
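His-tagged ERG Ets domain (1 uM in the protein solution; 300mM KCl, 50mM Tris-HCl, 1mM EDTA, 1mM DTT, pH 7.5) received compound, then a probe mix of 5 nM fluorescein-DNA and 100nM Texas-615-DNA. Fluorescence polarization was read for both dyes.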
12-LOX inh: Primary qHTS assay for inhibitors of human arachidonate 12S-lipoxygenase (ALOX12): Round 2 | purified 12hLO, xylenol orange hydroperoxide absorbance | Potency, µM (series often up to 108 µM), inactives show at the top dose activity change, negative = inhibition, usual class: inhibitors | Polyunsaturated fatty acid lipoxygenase ALOX12 (Homo sapiens), P18054 | actives 1.1% (n = 580,000); further: potency means the concentration at half of the fitted maximal effect; on the % scale 0 is the no-effect control and ±100 the full control effect
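Purified human 12hLO (150 nM final) in 25 mM Hepes, 0.01% Triton X-100, pH 7.0 was preincubated 15 min at room temperature with compound. Then 40 uM arachidonic acid was added, 30 min. Hydroperoxide was read by Fe-XO absorbance ratio 573/405 nm.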
POLB inh: qHTS Assay for Inhibitors of DNA Polymerase Beta; AID 485314, 2010; Pol beta primer extension/strand displacement, fluorescence kinetic; actives 1.3% (n = 340,000); Potency, µM (highest dose often 114 µM), for inactives: at the highest dose activity change, negative = inhibition, hits mostly inhibitors; further: potency means the concentration at half of the fitted maximal effect; on the % scale 0 is the no-effect control and ±100 the full control effect
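Kinetic readout of DNA synthesis with strand displacement by Pol beta. Compound and 10 nM enzyme sit 15 min at room temperature; 50 nM substrate starts the reaction, read immediately and at 10 min.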
POLK inh: qHTS for Inhibitors of Polymerase Kappa. DNA polymerase kappa (Homo sapiens), Q9UBT6. purified Pol kappa, fluorescent DNA synthesis assay, 10 min. Potency, µM (top dose mostly 107 µM), for inactives: top-dose activity, negative = inhibition, most hits filed as inhibitors. actives 0.53% (n = 400,000); further: potency means the concentration at half of the fitted maximal effect; on the % scale 0 is the no-effect control and ±100 the full control effect
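First, compounds were pin-transferred onto 10 nM Pol kappa. After 15 min at room temperature, substrate was added to 50 nM final. Fluorescence was then measured kinetically at 0 and 10 min.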
APEX1 inh: qHTS Assay for Inhibitors of the Human Apurinic/apyrimidinic Endonuclease 1 (APE1). recombinant APE1, TAMRA/BHQ-2 abasic DNA cleavage fluorescence. Potency, µM (series often up to 65.8 µM), without a hit: top-dose activity change, negative = inhibition, actives largely listed as inhibitors. actives 0.35% (n = 350,000). AID 2517, 2012;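 further: potency means the concentration at half of the fitted maximal effect; plate controls were vehicle for no effect and reference inhibitor for full effect; nearly all actives have a fitted effect of over 55% in size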
Target sequence (P27695 whole entry, looked up): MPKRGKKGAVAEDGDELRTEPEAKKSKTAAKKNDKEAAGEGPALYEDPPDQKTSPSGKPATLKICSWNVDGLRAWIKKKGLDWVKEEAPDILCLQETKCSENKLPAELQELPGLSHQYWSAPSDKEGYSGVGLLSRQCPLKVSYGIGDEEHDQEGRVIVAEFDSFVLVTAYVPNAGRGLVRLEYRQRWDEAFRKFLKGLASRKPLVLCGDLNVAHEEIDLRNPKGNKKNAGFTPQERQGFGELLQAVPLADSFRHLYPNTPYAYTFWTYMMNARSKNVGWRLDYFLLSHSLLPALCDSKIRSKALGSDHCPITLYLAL
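Measures dequenching upon AP-site incision of a 5'-TAMRA/3'-BHQ-2 THF-containing duplex, 50 nM; human APE1 0.75 nM after 15 min room-temperature exposure to compound; kinetic three-point read at one-minute spacing.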
* = called active by the depositor; u = inconclusive; x = no result given; [ ] = another dose, or the depositor's remark. Unless noted, the call rests on the fitted dose curve; in most records, active means well fitted curve in the direction sought with a large enough effect; inconclusive means small, poorly fitted or top-dose-only effect, or another doubt; inactive means no such curve, though single readings can be large; an effect the other way counts as inactive or inconclusive. Not all compounds are listed; count on the stated rates, not on these rows.

mol	POLH inh	Anesthetic bind	LDHA block	RGS4 inh	12-LOX inh	ERG-DNA inh	POLK inh	APEX1 inh	POLB inh
Cc1nc(C)c(C(=O)OCC(=O)NCc2ccccc2)s1	-14%	x	0	-17%	13%	-6%	7%	18%	x
CCOC(=O)Cc1csc(N/N=C\c2ccccc2OC)n1	-12%	-14%	-6	-8%	0%	10%	-5%	4%	-1%
Cc1nc2ccc(NC(=O)N3CCN(c4ccccn4)CC3)cc2s1	6%	-12%	-2	-21%	0%[57.4 µM]	8%	-1%	-3%	u
COc1cccc(C(=O)N2CCN(C(=O)c3cccc4ccccc34)CC2)c1OC	-10%	-16%	-6	12%	-15%	-5%	4%	2%	u
Cc1[nH]n(-c2ccccc2)c(=O)c1N=Nc1ccccc1C(=O)O	-9%	-8%	3	-22%	10%	4%	-27%	-10%	-11%
Cc1cccc(NC(=O)C2CCCN(S(=O)(=O)c3cccc4nonc34)C2)c1C (centres undefined)	-4%	-8%	-9	21%	u	3%	0%	x	9%
N#Cc1c(C(F)(F)F)cc(-c2cccs2)nc1SCC(=O)Nc1cccc(Cl)c1	-9%	82%[activator]	-17	-9%	-7%	u	-2%	x	-1%
C=CC[C@@H](CC(=O)N(CCO)Cc1ccccc1)C(=O)NCCOC(=O)[C@@H](CC=C)Cc1ccc(F)cc1	-10%	x	2	-11%	-9%	-6%	0%	1%	x
Cn1c(=O)n(C)c2cc(NC(=O)c3ccc(F)cc3)ccc21	-2%	-1%	-9	22%	-14%	-5%	-18%	5%	-29%
O=C(C1CCCCN1S(=O)(=O)c1ccccc1[N+](=O)[O-])N1CCOCC1 (centres undefined)	-13%	-4%	-8	-22%	2%	-4%	0%	0%	8%
Cn1ccnc1SCC(=O)Nc1cccc(C(F)(F)F)c1	-3%	63%[activator]	-5	-31%	12%	x	-2%	14%	24%
CC(C)NC(=O)Nc1ccc2c(c1)C(=O)N([C@H](C)CO)C[C@H](C)[C@@H](CN(C)S(=O)(=O)c1ccccc1)O2	-1%	x	-4	3%	-4%	-8%	-4%	6%	x
CC(C)CNC(=O)Nc1ccccc1F	-7%	-15%	-10	16%	-2%	0%	-2%	1%	-10%
CCOC(=O)C(O)(CC(=O)c1ccc(OC)cc1)C(F)(F)F (centres undefined)	7%	-15%	-5	23%	0%	9%	-7%	4%	-3%
COC(=O)c1ccc(NC(=O)CC2C(=O)N(c3cccc(OC)c3)C(=O)N2Cc2cccs2)cc1 (centres undefined)	-4%	-3%	-2	-3%	-10%	2%	3%	x	19%
CC1=C(C#N)C(c2ccccc2O)C(C#N)=C(C)N1	4%	-2%	-4	11%	16%	2%	0%	8%	4%
CC(C)[C@H](NC(=O)CCCn1nnc2ccccc2c1=O)C(=O)O	-8%	1%	0	-13%	11%	6%	-2%	0%	37%
CCOC(=O)N1CCN(C(=O)CSc2ncnc3ccccc23)CC1	-7%	-7%	-2	2%	3%[57.4 µM]	-4%	-6%	27%	4%
CCOc1ccccc1Nc1sc(C(=O)c2ccc(Cl)cc2)c(N)c1C#N	-7%	42%[activator]	-5	-35%	1%	-8%	-2%[60.1 µM]	x	-11%
Cc1oc2cc3oc(=O)ccc3cc2c1C	2%	-5%	0	-6%	2%	9%	2%	-4%	2%
CCN(CC(=O)Nc1c(F)cccc1F)C(=O)c1ccc(-n2cncn2)c([N+](=O)[O-])c1	-1%	x	-4	12%	-17%	-5%	-14%	-14%	x
c1ccc(CNc2ccccn2)cc1	-10%	1%	-1	0%	0%	-4%	14%	48%	-9%
O=S(=O)(NCCOc1ccccc1)c1ccc2ccccc2c1	-12%	-3%	-3	-6%	-6%	-2%	-4%	-5%	-1%
CC(C)(C)NC(=O)N1CCN(c2ncccc2C(F)(F)F)CC1	-7%	-6%	-2	-7%	114%[activator]	3%	17%	7%	-2%
C#CCN(C(=O)c1cc(COc2cccc(C(F)(F)F)c2)on1)C1CCCCC1	u	-9%	6	11%	0%	-4%	-15%	1%	-12%
O=C(NCCc1ccccc1)c1oc2ccccc2c1COc1ccccc1	-16%	-2%	1	-24%	-15%	9%	-11%	-2%	20%
Cc1ccc(NC(=O)c2cc(NC(=O)c3ccco3)ccc2N2CCOCC2)cc1	-2%	-14%	-15	23%	0%	6%	-11%	10%	1%
CC(=O)c1ccc(-n2nnnc2SCC(=O)Nc2cccc(NC(=O)c3ccco3)c2)cc1	-11%	u	-7	-1%	12%	5%	-10%	-3%	29%
O=C(CN1C(=O)/C(=C2\SC(=S)N(C3CCS(=O)(=O)C3)C2=O)c2ccccc21)Nc1ccccc1 (centres undefined)	-18%	-5%	5	-42%	u	24%	3%	11%	31%
CC(=O)NNC(=O)c1[nH]c2ccc(Cl)cc2c1-c1ccccc1	-19%	-4%	-1	-5%	133%[activator]	-12%	9%	-2%	u
N#CC1=C(N)Oc2[nH]c(=S)[nH]c(=O)c2C12C(=O)Nc1ccccc12 (centres undefined)	u	-3%	24	u	14µM*	4%	-38%	6%	-17%
Cc1cc(C)c(S(=O)(=O)N2CCN(C(=O)N3CCOCC3)CC2)c(C)c1	-13%	-5%	-1	-5%	u	u	7%	-6%	45%
COc1cc(/C=N/NC(=S)NCCN2CCOCC2)cc(OC)c1OC	-24%	1%	-6	2%	-3%	-1%	-12%	-5%	-1%
O=[N+]([O-])c1ccc(CSc2ccc(S(=O)(=O)N3CCCCCC3)cn2)cc1	-9%	x	-7	-12%	-2%	-18%	-6%	6%	x
COC(=O)COc1ccc(NC(=O)C(c2ccccc2)c2ccccc2)cc1	-11%	-3%	-1	-7%	36%[activator]	7%	-16%	-20%	u
Clc1cccc(-c2ccc(CNCCCN3CCOCC3)o2)c1	-17%	-18%	-8	17%	-10%	-7%	-16%	3%	u
Cc1ccc(NC(=O)CC(=O)Nc2ccc(C)cc2)cc1	-20%	-6%	-3	-34%	-22%	-4%	4%	0%	u
CCOc1ccc(CN2C(=O)c3ccccc3Sc3ccc(C(=O)NC4CCC(C)CC4)cc32)cc1 (centres undefined)	-8%	13%	-6	2%	-24%	-8%	-16%	x	-1%
O=C1CCC(C(=O)Nc2ccccc2N2CCOCC2)=NN1	-6%	-3%	-12	15%	94%[activator]	4%	-1%	1%	2%
O=C1Nc2c(ccc(Cl)c2Cl)C(=O)C1(F)c1ccccc1 (centres undefined)	2%	-14%	-12	13%	u	-4%	1%	2%	8%

Part of the list above, with values under each structure.
Values run as follows: POLH inh	Anesthetic bind	LDHA block	RGS4 inh	12-LOX inh	ERG-DNA inh	POLK inh	APEX1 inh	POLB inh
O=[N+]([O-])c1ccc(CSc2ccc(S(=O)(=O)N3CCCCCC3)cn2)cc1
  -9%	x	-7	-12%	-2%	-18%	-6%	6%	x
COC(=O)COc1ccc(NC(=O)C(c2ccccc2)c2ccccc2)cc1
  -11%	-3%	-1	-7%	36%[activator]	7%	-16%	-20%	u
Clc1cccc(-c2ccc(CNCCCN3CCOCC3)o2)c1
  -17%	-18%	-8	17%	-10%	-7%	-16%	3%	u
Cc1ccc(NC(=O)CC(=O)Nc2ccc(C)cc2)cc1
  -20%	-6%	-3	-34%	-22%	-4%	4%	0%	u
CCOc1ccc(CN2C(=O)c3ccccc3Sc3ccc(C(=O)NC4CCC(C)CC4)cc32)cc1 (centres undefined)
  -8%	13%	-6	2%	-24%	-8%	-16%	x	-1%
O=C1CCC(C(=O)Nc2ccccc2N2CCOCC2)=NN1
  -6%	-3%	-12	15%	94%[activator]	4%	-1%	1%	2%
O=C1Nc2c(ccc(Cl)c2Cl)C(=O)C1(F)c1ccccc1 (centres undefined)
  2%	-14%	-12	13%	u	-4%	1%	2%	8%
